Bioassay records as filed in PubChem BioAssay.
RGS7-Gao: human RGS7-Galphao interaction regulation; actives 0.35% (n = 220,000); P09471; binding response (% of control), % at 10 µM; Multiplexed bead flow cytometry, RGS7-Galphao binding; actives lie on both sides; in the data active = binding response below about 49% or above about 150%;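 also: fluorescent Galphao held in activated GDP-AlF4 state binding bead-coupled RGS7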
Bcl-XL Bim block: disrupts Bim peptide binding to human Bcl-XL | Q07817 | bead flow cytometry, fluorescence | inhibition, % at 10 µM | actives 0.04% (n = 190,000)
Bcl-B Bim block: human Bim-Bcl-B interaction inhibition; bead-based flow cytometry, Bim peptide-Bcl-B binding; inhibition, % at 10 µM; actives 0.073% (n = 190,000);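 also: 0% = tracer peptide without compound and 100% = reference inhibitor peptide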
Target sequence (Q9HD36 whole entry, looked up): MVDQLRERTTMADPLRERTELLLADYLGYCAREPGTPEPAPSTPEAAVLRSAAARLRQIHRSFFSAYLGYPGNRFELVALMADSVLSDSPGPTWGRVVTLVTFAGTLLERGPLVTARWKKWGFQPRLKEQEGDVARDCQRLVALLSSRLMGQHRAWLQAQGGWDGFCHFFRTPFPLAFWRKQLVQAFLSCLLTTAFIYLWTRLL
Bfl-1 Bim block: inhibitors of Bim-Bfl-1 interaction, human; Q16548; Bead-based flow cytometry, Bim-Bfl-1 binding inhibition; inhibition, % at 10 µM; actives 0.12% (n = 190,000); AID 1008;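 also: 0% = wells without compound plus tracer and 100% = blocker peptide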
RGS8-Gao reg: modulates binding of RGS8 to human Galphao; actives 0.34% (n = 220,000); P09471; response (percent of control binding), % at 10 µM; multiplexed bead flow cytometry; actives lie on both sides; in the data active = response below about 60% or above about 140%; inactive = in between;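 also: Galphao activated as the GDP aluminium fluoride complex binding bead-coupled RGS8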
Bcl-2 Bim block: human Bim-Bcl-2 interaction inhibition; P10415; Bead-based flow cytometry, Bim peptide-Bcl-2 binding; inhibition, % at 10 µM; actives 0.06% (n = 190,000); AID 950; in the data active = inhibition above about 40%;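 also: 0% = no compound wells with probe peptide and 100% = reference peptide inhibitor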
Target sequence (P10415 whole entry, looked up): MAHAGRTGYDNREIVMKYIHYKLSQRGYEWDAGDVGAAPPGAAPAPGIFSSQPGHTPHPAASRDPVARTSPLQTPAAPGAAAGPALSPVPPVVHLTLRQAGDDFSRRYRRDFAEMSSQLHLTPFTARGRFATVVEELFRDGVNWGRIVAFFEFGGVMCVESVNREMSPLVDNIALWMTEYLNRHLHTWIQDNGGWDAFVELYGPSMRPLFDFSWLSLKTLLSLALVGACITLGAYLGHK
Bcl-W Bim block: inhibitors of Bim-Bcl-W interaction, human | Q92843 | bead-based flow cytometry, Bim peptide-Bcl-W binding | inhibition, % at 10 µM | actives 0.02% (n = 190,000) | AID 952;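 also: 0% = bound tracer without compound and 100% = peptide blocker; higher means less fluorescent Bim peptide bound to Bcl-W beads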
Target sequence (Q92843 whole entry, looked up): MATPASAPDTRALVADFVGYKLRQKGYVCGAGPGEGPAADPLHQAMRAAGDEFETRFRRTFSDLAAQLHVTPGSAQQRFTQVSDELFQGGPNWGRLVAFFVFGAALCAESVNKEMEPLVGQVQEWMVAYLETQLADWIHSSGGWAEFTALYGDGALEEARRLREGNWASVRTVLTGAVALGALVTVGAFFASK
RGS4-Gao reg: modulates binding of RGS4 to human Galphao; actives 0.33% (n = 220,000); Multiplexed bead flow cytometry; actives lie on both sides; binding response (% of control), % at 10 µM; P09471; AID 1415; in the data active = binding response below about 49% or above about 150%; inactive = in between;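 also: fluorescent Galphao activated with aluminum fluoride binding bead-coupled RGS4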
Bim-Mcl-1: human Bim-Mcl-1 interaction inhibition. Bead-based flow cytometry, Bim peptide-Mcl-1 binding. inhibition, % at 10 µM. actives 0.1% (n = 190,000). AID 1009;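 also: 0% = no compound tracer wells and 100% = peptide blocker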
Target sequence (Q07820 whole entry, looked up): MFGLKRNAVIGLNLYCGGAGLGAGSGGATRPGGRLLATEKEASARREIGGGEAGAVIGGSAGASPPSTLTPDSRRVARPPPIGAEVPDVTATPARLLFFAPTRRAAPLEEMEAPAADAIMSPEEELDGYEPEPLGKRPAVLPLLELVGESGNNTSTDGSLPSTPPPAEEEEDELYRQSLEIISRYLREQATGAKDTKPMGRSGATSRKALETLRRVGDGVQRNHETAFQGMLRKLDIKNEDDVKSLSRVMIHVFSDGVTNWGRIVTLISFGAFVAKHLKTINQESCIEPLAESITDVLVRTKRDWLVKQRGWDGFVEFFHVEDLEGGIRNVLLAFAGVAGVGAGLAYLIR
ABCB1 inh: blocks JC-1 efflux by human ABCB1 transporter; P08183; CCRF-Adr cells, flow cytometry; inhibition, % at 6.6 µM; actives 0.067% (n = 190,000); AID 1326; in the data active = inhibition above about 40%;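 also: 0% = vehicle and 100% = reference inhibitor; higher value means more JC-1 retained so stronger ABCB1 efflux block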
ABCG2 inh: human ABCG2 inhibition, ABCB1 as counter-screen | IgMXP3 cells, JC-1 efflux, flow cytometry | Q9UNQ0 | inhibition, % at 6.6 µM | actives 0.1% (n = 190,000) | AID 1325;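 active = inhibition above 80%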;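 also: 0% = DMSO and 100% = nicardipine control wells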
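Assay system – ABCG2 IgMXP3 and barcoded ABCB1 CCRF-Adr cell mix · Input – 3 million cells/mL in well · Reagent – JC-1 fluorescent substrate · Compound – single test compound dose, 6.6 µM final · Timing – 10 min exposure at 25 °C with rotation, no wash · Detection – flow cytometry of retained JC-1 fluorescence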
Active calls of the source: *. Rule as the data show it, unless noted: active = inhibition above about 40%.

SMILES,RGS7-Gao,Bcl-XL Bim block,Bcl-B Bim block,Bfl-1 Bim block,RGS8-Gao reg,Bcl-2 Bim block,Bcl-W Bim block,RGS4-Gao reg,Bim-Mcl-1,ABCB1 inh,ABCG2 inh
COC(=O)C1=C(C)NC(=O)CC1c1cccc(Cl)c1Cl (stereo not drawn),99.6,-7.0,-2.0,-2.0,91.2,-2.0,-5.0,95.5,-3.0,-3.0,-3.1
Oc1cccc(C(O)CNCc2ccc(OCc3ccc(Cl)cc3Cl)cc2)c1 (stereo not drawn),101.8,-1.0,-2.0,-7.0,104.5,-5.0,-4.0,104.0,0.0,0.1,1.3
COC(=O)c1ccc(/C=N\NC(=O)CC(=O)NCCc2ccccc2)cc1,92.3,-3.0,-4.0,-6.0,101.7,0.0,-2.0,101.8,0.0,0.7,3.6
COc1cc(C(=O)N(c2ccc(C)c(C)c2)C2C=CS(=O)(=O)C2)cc(OC)c1OC (stereo not drawn),94.0,0.0,-2.0,-1.0,100.0,-2.0,0.0,99.5,1.0,-0.3,-0.9
NC(=O)C1CCN(Cc2nc3ccccc3c(=O)[nH]2)CC1,98.2,0.0,-6.0,-15.0,99.7,-6.0,0.0,105.5,2.0,-0.1,-0.2
Cc1ccc(NC(=O)c2cc(NC(=O)C3CC=CCC3C(=O)O)ccc2N2CCOCC2)cc1Cl (stereo not drawn),106.3,-5.0,-3.0,0.0,104.7,-4.0,1.0,106.0,-3.0,0.0,-0.1
COC(=O)c1ccc(OCCOc2ccccc2)cc1,95.1,-1.0,2.0,0.0,99.8,2.0,1.0,100.9,-1.0,0.5,2.9
COc1ccc(C2CC(O)(C(C)(C)O)NO2)cc1 (stereo not drawn),97.9,-3.0,0.0,-1.0,100.3,0.0,-1.0,101.4,0.0,0.2,0.4
CCSc1nnc(NC(=O)/C=C/c2ccc3c(c2)OCO3)s1,98.6,-4.0,-2.0,6.0,101.5,-5.0,-2.0,100.2,-2.0,-0.1,3.4
COc1ccc(C(=O)CSc2nnc(-c3cccs3)n2-c2ccccc2)cc1,105.8,1.0,0.0,0.0,104.6,3.0,0.0,110.6,0.0,0.4,1.9
Cc1nc2ccc(C(=O)NCc3ccc4c(c3)OCO4)cc2s1,99.8,1.0,0.0,0.0,101.0,3.0,1.0,101.7,0.0,0.5,3.0
CC(=O)N1CCN(S(=O)(=O)c2ccc(C)cc2)C1c1ccc(N(C)C)cc1 (stereo not drawn),101.9,-4.0,-8.0,-12.0,100.2,-3.0,0.0,106.7,1.0,0.8,1.6
CN1CCN(c2ncnc3sc(-c4ccccc4)cc23)CC1,102.5,-3.0,-1.0,-2.0,107.2,0.0,0.0,100.8,1.0,0.6,5.1
CCOC(=O)C1CCCN(C(=O)c2cc3cc(Br)ccc3oc2=O)C1 (stereo not drawn),92.4,0.0,1.0,0.0,87.0,-1.0,0.0,87.8,1.0,0.3,0.1
CCOC(=O)c1[nH]c2ccc(OC)cc2c1NC(=S)N1CCN(c2ccccc2)CC1,94.3,10.0,10.0,17.0,88.0,9.0,8.0,94.2,12.0,-0.1,-0.3
COc1ccc(NC(=O)C2CCCN2C(=O)OCc2ccccc2)c(OC)c1 (stereo not drawn),107.5,0.0,-3.0,-4.0,104.1,-2.0,-3.0,113.0,-1.0,0.7,6.4
CCn1c(O)c(N=NC(=O)CNc2cccc(C)c2)c2ccccc21,85.7,-7.0,-9.0,-12.0,82.8,-23.0,-4.0,88.2,-2.0,1.1,31.9
O=C(CCCN1C(=O)C2C3C=CC(C3)C2C1=O)N1CCN(c2ccccc2)CC1 (stereo not drawn),98.8,-3.0,0.0,-2.0,103.5,-4.0,-1.0,99.6,0.0,0.3,1.0
Cc1ccc(-c2noc(C3CCCN(C(=O)c4ccccc4)C3)n2)o1 (stereo not drawn),109.3,-7.0,-5.0,-4.0,104.9,-3.0,-2.0,105.9,-2.0,0.2,0.2
COc1ccc(CNc2ccc(Br)cc2)cc1,101.7,-4.0,-5.0,-3.0,102.5,0.0,0.0,103.5,0.0,-0.2,0.3
COc1ccc(/C=N/Nc2ncnc3sc(C)c(C)c23)cc1,102.4,-6.0,-4.0,-3.0,100.7,-5.0,-5.0,100.3,-4.0,1.6,18.7
CCCN=C1CC(C)(C)CC(=O)/C1=C(/O)CCC,97.5,1.0,-2.0,-3.0,99.0,-1.0,-2.0,97.1,-3.0,0.9,2.8
O=C(CN1CCN(S(=O)(=O)c2ccc(Br)cc2)CC1)N/N=C/c1ccc(Cl)c([N+](=O)[O-])c1,103.2,-6.0,-8.0,-3.0,101.2,-5.0,-7.0,100.4,-5.0,2.1,36.8
CC(Oc1ccc2ccccc2c1)C(=O)NNC(=S)NC(=O)c1ccco1 (stereo not drawn),104.7,1.0,-2.0,1.0,94.7,0.0,9.0,107.3,-7.0,-0.4,-0.7
CCn1cc(/C=C/C(=O)NCc2c(C)nn(C)c2C)cn1,103.8,-8.0,-8.0,-8.0,103.7,-5.0,-1.0,103.7,0.0,0.0,-1.1
O=C(CCSc1ccccc1)NCCSCc1ccco1,101.7,-6.0,-5.0,-6.0,97.0,-4.0,-3.0,100.0,0.0,0.7,1.6
O=C(Cc1n[nH]c(=O)c2ccccc12)NCc1ccccn1,99.4,-2.0,0.0,1.0,99.3,0.0,0.0,101.6,-1.0,0.6,5.3
O=C(c1ccc2c(c1)OCO2)N1CCN(c2ncccn2)CC1,104.4,-4.0,-5.0,-1.0,103.8,0.0,-4.0,107.9,-5.0,0.0,-0.6
CCOC(=O)c1c(NC(=O)C2C3C=CC(C3)C2C(=O)O)sc2c1CCCC2 (stereo not drawn),96.9,-2.0,0.0,1.0,93.7,3.0,2.0,96.0,1.0,-0.1,0.0
Cc1csc2ncc(C(=O)Nc3ccccc3Cl)c(=O)n12,102.1,-3.0,-5.0,-7.0,99.9,-6.0,-3.0,97.5,-1.0,0.3,2.6

Looked up by compound from above (four):
SMILES,RGS7-Gao,Bcl-XL Bim block,Bcl-B Bim block,Bfl-1 Bim block,RGS8-Gao reg,Bcl-2 Bim block,Bcl-W Bim block,RGS4-Gao reg,Bim-Mcl-1,ABCB1 inh,ABCG2 inh
Cc1ccc(-c2noc(C3CCCN(C(=O)c4ccccc4)C3)n2)o1 (stereo not drawn),109.3,-7.0,-5.0,-4.0,104.9,-3.0,-2.0,105.9,-2.0,0.2,0.2
CC(Oc1ccc2ccccc2c1)C(=O)NNC(=S)NC(=O)c1ccco1 (stereo not drawn),104.7,1.0,-2.0,1.0,94.7,0.0,9.0,107.3,-7.0,-0.4,-0.7
CCn1cc(/C=C/C(=O)NCc2c(C)nn(C)c2C)cn1,103.8,-8.0,-8.0,-8.0,103.7,-5.0,-1.0,103.7,0.0,0.0,-1.1
COc1ccc(/C=N/Nc2ncnc3sc(C)c(C)c23)cc1,102.4,-6.0,-4.0,-3.0,100.7,-5.0,-5.0,100.3,-4.0,1.6,18.7

Later entries
SMILES,RGS7-Gao,Bcl-XL Bim block,Bcl-B Bim block,Bfl-1 Bim block,RGS8-Gao reg,Bcl-2 Bim block,Bcl-W Bim block,RGS4-Gao reg,Bim-Mcl-1,ABCB1 inh,ABCG2 inh
COc1ccc(CSCCNC(=S)Nc2ccccc2)cc1Cl,104.7,-4.0,-5.0,-5.0,99.7,-3.0,-4.0,102.5,-3.0,0.6,2.9
CC(C)C(OC(=O)CCC(=O)Nc1nccs1)C(=O)NC1CCCCC1 (stereo not drawn),102.8,1.0,-5.0,-6.0,100.8,-4.0,-3.0,103.3,-2.0,-1.1,3.3
CCc1ccc2oc(C(=O)NCc3ccncc3)c(C)c2c1,105.8,-3.0,-4.0,-1.0,107.8,2.0,2.0,107.0,1.0,0.7,4.4
CCC(Sc1nc2cc3c(cc2c(=O)n1Cc1ccco1)OCO3)C(=O)NCCOC (stereo not drawn),101.8,-2.0,-1.0,-2.0,100.9,0.0,-4.0,100.3,-2.0,1.1,3.0
NC(=S)N=Nc1c(O)n(Cc2ccc(Br)cc2)c2ccccc12,93.8,12.0,14.0,19.0,88.5,15.0,9.0,96.1,8.0,-1.2,-6.8
CCC(C)NC(=O)CN(c1cc(Cl)ccc1OC)S(C)(=O)=O (stereo not drawn),101.2,-3.0,-7.0,-14.0,103.2,-3.0,-2.0,100.8,-2.0,0.4,1.1
CC/C(=N\NC(=O)CSCc1ccccc1Cl)c1ccc2c(c1)OCCO2,112.1,-3.0,-4.0,1.0,119.2,-1.0,-1.0,115.9,-1.0,0.2,0.0
CC(C)Cc1nnc(NC(=O)CCC(=O)NC2CCCc3ccccc32)s1 (stereo not drawn),102.0,25.0,14.0,22.0,101.4,20.0,18.0,104.0,19.0,-0.2,-0.2
O=C(NCCc1ccc(Cl)cc1)C1CCC(CNc2nc(=S)[nH]c3ccccc23)CC1 (stereo not drawn),100.0,4.0,-1.0,-2.0,101.8,-2.0,0.0,98.6,2.0,0.3,4.8
NC(=O)c1ncc(C(F)(F)F)cc1Oc1cccc(F)c1,101.2,-1.0,-2.0,-1.0,101.2,-2.0,0.0,101.3,-2.0,0.3,0.7
CCOC(=O)N1CCN(S(=O)(=O)c2ccc(OCC(=O)OC)c(Cl)c2)CC1,102.7,0.0,0.0,1.0,99.0,-4.0,0.0,107.7,0.0,0.5,1.1
CC12CCC(C(=O)N(CC(=O)O)C1=O)C2(C)C (stereo not drawn),100.5,-3.0,-4.0,-3.0,101.6,-1.0,0.0,101.8,0.0,-0.2,0.8
O=C(Cc1ccccc1)NNC(=O)c1cnccn1,99.8,11.0,7.0,7.0,105.4,9.0,7.0,103.2,0.0,-0.4,0.1
FC(F)(F)c1cccc(-c2nnc3ccc(C(F)(F)F)cn23)c1,97.0,-2.0,-7.0,-9.0,99.0,-5.0,0.0,101.8,-1.0,0.5,1.5
Nc1nc(-c2cccc(Br)c2)cs1,103.5,-6.0,-16.0,-9.0,100.7,-14.0,0.0,98.1,-2.0,0.4,2.8
CC(O)C(=O)NCCOCCOCCNC(=O)C(C)O (stereo not drawn),103.8,-1.0,-7.0,-14.0,103.9,-3.0,-4.0,109.0,0.0,0.2,1.1
COc1ccccc1NC(=O)Cc1csc(NC(=S)Nc2ccccc2)n1,105.8,-8.0,-12.0,-18.0,103.5,-11.0,-4.0,103.6,-4.0,-0.8,22.9
c1ccc(Cn2nnc3c(N4CCOCC4)ncnc32)cc1,99.9,2.0,1.0,5.0,98.3,5.0,0.0,101.1,5.0,-3.5,-5.6
Cc1cnc(C(=O)Nc2ccc(-n3cnnn3)cc2)cn1,99.5,-5.0,-6.0,-12.0,100.9,-11.0,-1.0,100.0,0.0,0.1,4.9
CCC(=NCc1ccccc1)c1c(C(F)(F)F)[nH]n(-c2nc3ccccc3s2)c1=O,101.9,-10.0,-2.0,-4.0,96.6,-3.0,-5.0,101.8,-2.0,5.8,8.1
CC[C@H](C)C(C(=O)N1CCN(C(=O)OC(C)(C)C)CC1)n1cc(C(CO)NC(=O)OC(C)(C)C)nn1 (stereo partly drawn),87.6,0.0,-5.0,-1.0,94.2,0.0,-1.0,92.2,2.0,0.8,1.6
CN1CCC(=NNC(=O)CSc2ccc(Cl)cc2)CC1,99.5,-3.0,0.0,-4.0,100.6,-4.0,0.0,94.5,0.0,0.2,0.4
CCCCNS(=O)(=O)c1ccc(OC)c(C)c1,103.7,-4.0,-3.0,-2.0,105.8,-1.0,2.0,97.8,0.0,0.3,1.9
